Growth percent in the NCI-60 one-dose screen (48 h, 10 µM unless noted): 100 = growth as untreated, 0 = no growth, -100 = all killed.
RXF 393 = RXF 393 renal cancer cells | 77,000 tested, 6.9% active | AID 1794773
786-0 = 786-0 renal cancer cells; 81,000 tested, 5.1% active
NCI-H522 = NCI-H522 lung cancer; 78,000 tested, 8% active; AID 1794739
NCI-H460 = NCI-H460 lung cancer | AID 1794736 | 82,000 tested, 6.8% active
CAKI-1 = CAKI-1 renal cancer; 75,000 tested, 4.7% active
UO-31 = UO-31 renal cancer; 81,000 tested, 5.2% active; AID 1794768
ACHN = ACHN renal cancer; 81,000 tested, 4.9% active; AID 1794771
NCI-H322M = NCI-H322M lung cancer | 80,000 tested, 2.7% active
TK-10 = TK-10 renal cancer cells. 81,000 tested, 3.9% active
The depositor's hits bear a star; . = no result given; & = joins results of further samples; [ ] = another dose, or the depositor's remark. Rule for the calls: active = growth percent below 10; inactive = the rest.

SMILES	RXF 393	786-0	NCI-H522	NCI-H460	CAKI-1	UO-31	ACHN	NCI-H322M	TK-10
CC1(C)CC[C@]2(C(=O)NCCCCCCN(CCC#N)CCC#N)CC[C@]3(C)C(=CC[C@@H]4[C@@]5(C)CCC(=O)C(C)(C)[C@@H]5CC[C@]43C)[C@@H]2C1	94	93	94	101	72	83	101	93	102
O=c1[nH]c2cc(Cl)ccc2c(CCl)c1Cl	100	97	92	104	.	89	101	107	106
CCOC(=O)C(CC)(C(=O)OC)c1ccccc1 (stereo not drawn)	111	104	101	106	102	85	109	102	91
COc1ccc(-c2c3c(nn2-c2ccccc2)CCc2cnoc2-3)cc1OC	91	80	85	90	79	74	78	113	103
O=C(CCC(C(=O)c1ccccc1)c1ccccc1)c1ccccc1 (stereo not drawn)	78	83	3.5*	76	52	72	72	.	102
CCN1C(=S)N(CC)C2C1NN=c1s/c(=C3\C(=O)Nc4ccccc43)c(=O)n12 (stereo not drawn)	.	99	97	103	75	66	96	102	140
O=C(O)C(CCS)(c1ccccc1)c1ccccc1	120	.	108	104	96	101	95	123	110
CC1(C2CCCCC2)NC(=O)NC1=O (stereo not drawn)	120	92	89	109	101	90	106	101	88
O=C(O)COc1cccc(O)c1	101	.	93	108	101	92	105	103	104
COc1ccc(NC(=O)C(=O)c2c[nH]c3ccc(F)cc23)cc1	103	56	85	91	93	96	94	73	132
CCC(C)(C(=O)Nc1ccc2nc(C)cc(N)c2c1)C(=O)Nc1ccc2nc(C)cc(N)c2c1	119	124	97	108	89	81	103	108	110
O=C(/C=N/Nc1ccccc1)c1ccccc1	101	103	67	94	74	63	99	90	93
CC1=C(c2ccc3c(c2)[nH]c2ccccc23)[C@@]2(CCCO)c3cc4c(cc3CC[C@H]2[C@@H]1C)OCO4	106	100	88	103	80	68	108	91	100
CS(=O)(=O)c1ccc(N2N=C(c3ccc(Oc4ccccc4)cc3)CCC2=O)cc1	77	67	59	86	50	49	84	.	99
O=C(Nc1nc2c(Cl)cc(Cl)cc2s1)C(Cl)(Cl)Cl	108	91	84	94	85	80	94	97	.
C/C(=N/NS(=O)(=O)c1ccc([N+](=O)[O-])cc1)c1ccc(C)cc1	111	111	.	115	97	.	103	.	96
Cc1c(S(=O)(=O)O)cc(Br)c(O)c1Br	101	.	98	100	87	87	106	92	100
O=C(N/N=C\c1ccc(Cl)cc1)c1ccncc1	110	101	94	105	99	94	107	110	112
CCC(=O)Cc1ccccn1	110	111	77	103	89	97	102	112	103
O=C(CC(NCc1ccccc1)c1ccccc1)c1ccccc1 (stereo not drawn)	102	82	86	120	97	98	103	97	94
CN1CCN(Cc2ccc(NC(=O)c3cncc(C#Cc4cnc5ccc(OCC6(C)COC6)nn45)c3)cc2C(F)(F)F)CC1	.	-55*	-28*	-78*	.	-92*	-96*	-81*	-74*
Cc1onc(-c2ccccc2)c1C(=O)NC1C(=O)N2[C@@H]1SC(C)(C)[C@@H]2C(=O)O (stereo partly drawn)	114	107	107	109	102	.	99	.	106
CO/N=C(\C)c1ccc(NC(=O)CN2CCN(c3cc4c(cc3F)c(=O)c(C(=O)O)cn4C3CC3)CC2)cc1	100	71	76	101	.	90	.	61	92
Cc1ccn2c(=S)[nH]nc2c1	102	104	99	102	102	86	113	.	106
CC(C)C[C@H](NC(=O)Cn1ccc(Nc2ccccc2)cc1=O)B(O)O	-17*	33	-24*	77	45	54	10	92	14
CCOC(=O)Cc1c[nH]c(=S)[nH]c1=O	112	57	87	102	85	98	.	156	105
Brc1ccc(-c2cc3c(cc2C2SCCS2)OCO3)cc1	99	104	81	104	93	75	96	102	99
O=C(O)CC(C(=O)O)C(c1ccccc1)c1ccccc1 (stereo not drawn)	113	98	78	109	101	84	108	109	90
COc1cc(/C=C/C(=O)c2ccc(NC(=O)CSc3nnc(-c4ccccc4)n3-c3ccccc3)cc2)cc(OC)c1OC	111	102	76	101	.	91	115	106	108
O=C(Nc1c(Br)cc2c(c1Br)Cc1ccccc1-2)C(F)(F)F	101	107	106	97	67	63	101	.	127

Fetched by compound from the entries so far:
SMILES	RXF 393	786-0	NCI-H522	NCI-H460	CAKI-1	UO-31	ACHN	NCI-H322M	TK-10
O=C(N/N=C\c1ccc(Cl)cc1)c1ccncc1	110	101	94	105	99	94	107	110	112
CCOC(=O)Cc1c[nH]c(=S)[nH]c1=O	112	57	87	102	85	98	.	156	105
Cc1c(S(=O)(=O)O)cc(Br)c(O)c1Br	101	.	98	100	87	87	106	92	100
O=C(CC(NCc1ccccc1)c1ccccc1)c1ccccc1 (stereo not drawn)	102	82	86	120	97	98	103	97	94
CN1CCN(Cc2ccc(NC(=O)c3cncc(C#Cc4cnc5ccc(OCC6(C)COC6)nn45)c3)cc2C(F)(F)F)CC1	.	-55*	-28*	-78*	.	-92*	-96*	-81*	-74*
CO/N=C(\C)c1ccc(NC(=O)CN2CCN(c3cc4c(cc3F)c(=O)c(C(=O)O)cn4C3CC3)CC2)cc1	100	71	76	101	.	90	.	61	92

3 compounds out of the list, arranged by heavy-atom count, ascending:
SMILES	RXF 393	786-0	NCI-H522	NCI-H460	CAKI-1	UO-31	ACHN	NCI-H322M	TK-10
O=C(O)C(CCS)(c1ccccc1)c1ccccc1	120	.	108	104	96	101	95	123	110
Cc1onc(-c2ccccc2)c1C(=O)NC1C(=O)N2[C@@H]1SC(C)(C)[C@@H]2C(=O)O (stereo partly drawn)	114	107	107	109	102	.	99	.	106
CC1=C(c2ccc3c(c2)[nH]c2ccccc23)[C@@]2(CCCO)c3cc4c(cc3CC[C@H]2[C@@H]1C)OCO4	106	100	88	103	80	68	108	91	100

(cont.)
SMILES	RXF 393	786-0	NCI-H522	NCI-H460	CAKI-1	UO-31	ACHN	NCI-H322M	TK-10
Cn1cnc2c(N3CCN(C(=O)OCc4ccc5c(Br)cc(Br)c(O)c5n4)CC3)nc(Cl)nc21	66	55	55	17	43	29	33	62	80
O=c1onc(-c2cc3ccccc3nc2Cl)n1-c1cccc2ccccc12	44	73	28	52	29	38	50	76	79
COc1ccc(C(=O)C(C)Br)cc1OC (stereo not drawn)	102	96	-10*	103	60	72	80	99	101
O=C(CNc1ccccc1)Nc1ccc(-c2nc3ccccc3s2)cc1	95	85	74	100	99	70	102	87	118
CC1=NC2=NC(=O)/C(=C3/N=C(C)C=C(c4ccccc4)N3N)NN2C(c2ccccc2)=C1	.	108	98	111	83	79	101	103	168
Cn1c(=O)c2c(nc(Nc3cc(=O)[nH]c(=O)[nH]3)n2Cc2ccccc2)n(C)c1=O	82	102	4.2*	2.9*	38	79	100	98	14
CN(C)CCC(=O)C1=CC[C@H]2[C@@H]3CC=C4C[C@@H](O)CC[C@]4(C)[C@H]3CC[C@]12C	97	82	83	102	.	60	73	90	104
O=C(CCCCn1ccc(=O)[nH]c1=O)Nc1ccc(C(=O)O)c(O)c1	112	113	103	112	95	73	101	111	105
COc1ccc(Cn2cncc2-c2c[nH]c3cc(Br)ccc23)cc1	92	91	.	97	75	64	97	97	92
O=C1CCC(C(=O)NNc2nc3ccccc3s2)N1 (stereo not drawn)	126	107	99	101	84	76	94	101	135
CC(=O)Oc1ccc(C(C)(C)C)cc1	115	100	101	103	105	99	112	108	103
Cc1ccc2c(ccc3c[n+]4c5ccccc5ccc4n32)c1	29	27	-33*	2.0*	68	51	47	13	59
N#CCCNC(=S)Nc1ccccc1	115	95	113	106	94	118	110	103	110
CCOC(=O)c1nn(C2CCCCO2)c2ccc(NC(=O)CN3CCCCC3)cc12 (stereo not drawn)	124	92	98	100	96	84	100	93	106
COc1cccc(NC(=O)Nc2ccc(Nc3ncnc4sc5c(c34)CCCC5)cc2)c1	116	101	81	106	97	61	92	99	129
OB(O)c1ccccc1C[n+]1ccc(-c2ccc3cc(-c4cc[n+](Cc5ccccc5B(O)O)cc4)ccc3c2)cc1	123[7 µM]	101[7 µM]	96[7 µM]	99[7 µM]	100[7 µM]	110[7 µM]	113[7 µM]	.	100[7 µM]
O=C(O)COc1cccc(C(=O)/C=C/c2ccccc2)c1	125	108	101	108	102	95	113	101	110
COC(=O)c1c(C)cc(I)cc1C	103	98	111	105	91	86	112	94	110
CCOC(=O)C1OC1(c1ccccc1)c1ccccc1 (stereo not drawn)	113	117	107	109	79	88	103	120	107
COc1cc(C(=O)Nc2cc3c(cc2Oc2cc(C)cc(C)c2)C(=O)N(C)[C@@H](CC(=O)N(C)O)C(=O)N3)c(Br)c(OC)c1OC	-57*	-38*	-43*	-15*	-5.8*	-32*	-30*	-33*	-12*
COc1ccc(C2=NN(C(=O)c3cc(OC)c(OC)c(OC)c3)C(c3c(Cl)cccc3Cl)C2)cc1OC (stereo not drawn)	75	87	74	98	53	43	77	97	108
C#CCOc1cc(N(CC)CC)ccc1C(C(=O)NC(C)(C)C)N(C(=O)C1CCc2cc(F)ccc2O1)c1ccccc1F (stereo not drawn)	40	44	31	30	22	23	19	72	45
COc1ccc(-c2ccc3ncc4c(c3c2)n(-c2ccc(N3CCNCC3)c(C(F)(F)F)c2)c(=O)n4C)cn1	-83*	-81*	-62*	-83*	-95*	-91*	-97*	-90*	-90*
CCSCC1CC(O)(c2ccccc2)C(c2ccccc2)C(c2ccc(Cl)cc2)O1 (stereo not drawn)	-31*	3.3*	.	-46*	-51*	12	23	18	.
Cc1cc(NC(=O)c2ccc(N)cc2)ccc1N=Nc1ccc2c(O)c(N=Nc3ccc(Cl)c(S(=O)(=O)O)c3)c(S(=O)(=O)O)cc2c1	69	110	79	50	87	79	72	63	73
O=C1c2ccccc2C(=O)c2cc(SC(=S)N3CCCC3)ccc21	105	105	38	93	82	70	100	.	121
C(=N\N1CCCCCC1)/c1ccccc1	96	109	111	108	75	.	101	81	105
Cn1c(=S)c2[nH]c(SC3CCCC3)nc2n(C)c1=O	100	111	98	107	96	101	103	97	127
OCCN1CCSC1=S	125	103	.	106	120	72	99	87	104
O=[N+]([O-])c1cccc(-c2csc(Nc3nc(-c4cccnc4)nc(C(Cl)(Cl)Cl)n3)n2)c1	118[3.3 µM]	102[3.3 µM]	100[3.3 µM]	100[3.3 µM]	88[3.3 µM]	66[3.3 µM]	94[3.3 µM]	102[3.3 µM]	178[3.3 µM]
COc1cccc(-c2nc3occn3c2-c2ccnc(NCCCNS(=O)(=O)c3ccc(Cl)cc3)n2)c1	92	94	72	70	77	64	75	95	104
CC12CCC(O)C(C)(C)C1CCC1=C2CCC2(C)C(c3ccoc3)CCC12C (stereo not drawn)	114	95	86	106	93	96	109	120	117
CCC1N=C(N)N=C(N)N1c1ccc(Cl)cc1 (stereo not drawn)	89	59	91	39	96	89	108	90	97
Fc1ccc(N/N=C/c2ccc(-n3cccn3)cc2)cc1	105	104	77	106	.	80	92	100	111
COc1ccc2c(=O)c(C)c(C(=O)N[C@@H](Cc3ccccc3)C(O)C(=O)NCc3ccccc3)oc2c1 (stereo partly drawn)	107	93	91	109	98	75	91	105	105
COc1ccc2cc(N3CCCC3=O)ccc2c1	126	95	85	113	101	105	107	117	78
CC1CCN(/N=N/c2nc3c([nH]2)c(=O)n(C)c(=O)n3C)CC1	100	105	98	102	92	96	110	113	119
COc1ccc(-c2nc(-c3ccc(-c4nc5ccc(F)cc5[nH]4)cc3)no2)cc1	109	100	89	98	90	96	105	97	120
COc1ccc(-c2nnc(COc3ccc(C(=O)/C=C/c4ccco4)cc3)o2)cc1	65	51	92	78	67	53	86	87	95
N#CC1(Nc2ccc(Br)cc2)CCCC1	111	47	77	53	39	51	70	99	57
CCCCCCCCCCCCN1CCS(=O)(=O)CC1	96	89	102	102	93	83	88	95	107
O=C1CN(CCN2CC(=O)NC(=O)C2)CC(=O)N1	.	97	97	117	.	72	103	84	107
Nc1ccc(C(Cl)=C(Cl)Cl)cc1[N+](=O)[O-]	99	95	82	105	82	72	100	96	42
CCOc1cc(/C=C/C(=O)C(C(=O)/C=C/c2ccc(OC(=O)CNc3nnc(C)s3)c(OCC)c2)C(=O)CNc2nnc(C)s2)ccc1OC(=O)CNc1nnc(C)s1	-78*	-74*	.	-47*	-6.0*	.	-85*	6.2*	32
Cc1cccc(N2CCN(C(=S)c3ccccc3)CC2)c1	100	144	87	108	81	91	106	120	108
O=C(NCc1csnn1)c1ccccc1	108	98	82	105	98	88	104	94	89
Cc1cc2ccccc2cc1C(=O)c1ccccc1	31	92	77	102	71	45	90	90	99
S=c1[nH]nc(-c2ccc3c(c2)nc(-c2ccccc2)n3C2CCCCC2)o1	130	106	77	107	.	80	98	100	97
CC(=O)NC(Cc1c[nH]c2ccccc12)C(=O)O (stereo not drawn)	116	104	138	118	100	81	110	109	109
COc1ccc2c(c1)C=CC1(O2)Oc2ccc(OC)cc2C=C1C (stereo not drawn)	-12*	27	11	7.3*	30	45	38	49	98
CC(=O)c1nn(-c2ccccc2)c2nc3nccc(-c4cc5c(ccc6ccccc65)oc4=O)c3c(=O)n12	123	104	96	106	.	66	93	93	121
Cn1cnc2c(N3CCN(C(=O)c4c[nH]c5ccccc45)CC3)nc(Cl)nc21	102	99	83	102	85	59	89	102	118
CC1C=CN(N(C)C)C(C#N)(C#N)C1(C#N)C#N (stereo not drawn)	107	101	89	109	95	84	102	105	90
Fc1ccc(-n2cc(COc3ncnc4c3cnn4-c3ccccc3)nn2)cc1	109	97	70	104	93	95	106	105	63
O=C(Oc1c2c(nc3c1c1ccccc1n3Cc1ccccc1)-c1ccccc1C2)c1ccccc1Cl	109	92	69	105	.	69	88	90	111
Nc1nc2c(c3cnccc13)C(c1cccc(Br)c1)Cc1cnccc1-2 (stereo not drawn)	7.6*	14	3.3*	4.4*	26	21	17	31	29
Cc1nn(C(=O)c2c(-c3ccccc3)noc2C)c(C)c1N=Nc1cc(C(F)(F)F)cc(C(F)(F)F)c1	106	106	89	111	103	84	112	119	133
CC1=C(NCCN2CCCC2)C(=O)c2c(OCc3cccc(Cl)c3)cccc2C1=O	74	63	83	83	54	53	89	76	74
Oc1ccccc1C=Nc1ccc(N=Cc2ccccc2O)cc1	104&122	98&102	99&95	109&114	92	89&83	100&98	112&101	104&96
CCOC(=O)n1cc(-c2nonc2-c2cn(C(=O)OCC)c3ccc(OC)cc23)c2cc(F)ccc21	106	93	69	87	60	69	73	76	89
